High-throughput results deposited in PubChem BioAssay by several laboratories.
CF NFkB block = inhibitors of PAF-induced NF-kB signaling, primary screen, cell-based, GFP fluorescence, uHTS | AID 588850, 2011 | 360,000 tested, 0.86% active | KKLEB NF-kB-GFP reporter, GFP fluorescence overnight | inhibition, % at 5 µM;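 active = at least 50% inhibition at 5 µM, scaled per plate between neutral and stimulator controls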;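 note: PAF is a Pseudomonas aeruginosa culture filtrate used as stimulus; plate controls were PAF-stimulated DMSO wells for no effect and unstimulated DMSO wells for full effect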
KKLEB tox = cytotoxicity in KKLEB CF airway cells, primary screen, cytotoxicity control for CF NF-kB inhibitor project, cell-based, uHTS, fluorescence assay plates. activity change (cytotoxicity), % at 5 µM. 360,000 tested, 0.36% active. KKLEB CF airway cells viability, ATPlite luminescence, overnight; active compounds read low; cells stimulated with P. aeruginosa culture filtrate;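 active = corrected activity change at or below -50% at 5 µM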
aDG glyco up = activators of alpha-DG glycosylation, primary screen, uHTS, Pro5-aDG cells, AlphaScreen | 360,000 tested, 0.22% active | alpha-DG glycosylation AlphaScreen (IIH6); 0% Pro5, 100% B10-LARGE cell signal | AID 624168, 2012 | activation, % at 10 µM;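 active = activation of at least 8% versus controls, or a plate z-score of at least 8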;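 note: Pro5 are CHO cells carrying HIG-tagged alpha-DG that lacks glycosylation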
hiPSC survival = enhancers of single-cell hiPSC survival, primary screen, ATPlite luminescence; 100% = ROCK inhibitor wells, 0% = DMSO; survival enhancement, % at 20 µM; 360,000 tested, 0.044% active; AID 602274, 2012; in the data active = survival enhancement above about 18%;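 note: cells exposed to compounds for 16 hours before the ATP read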
TWEAK-Fn14 inh = inhibitors of TWEAK-Fn14 signaling, primary screen, luciferase reporter cells, uHTS | 360,000 tested, 2% active | TWEAK-stimulated Fn14 reporter cells, luciferase luminescence, 8 h | inhibition, % at 10 µM; in the data active = inhibition above about 50%
HIF-2a block = HIF-2a reporter inhibitors, primary screen, luminescence, 786-0 RCC cells; AID 624352, 2012; 360,000 tested, 0.72% active; inhibition, % at 18.8 µM; 786-0 RCC cells HIF-2a reporter, luciferase luminescence, overnight;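 active = inhibition of the luminescence signal of 40% or more relative to plate controls, in a single-dose primary screen at 18.75 µM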
TRPM1 prom inh = inhibitors of MITF-dependent TRPM1 promoter reporter, primary screen, cell-based, SK-MEL-5, single point, luciferase | SK-MEL-5 TRPM1 promoter luciferase, 24 h | inhibition, % at 12.5 µM | 330,000 tested, 0.83% active | AID 488899, 2010;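 active = mean inhibition across replicates of 60% or more, whatever share of single replicates reaches that level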; note: values of inactives mirror those of a sister screen read the other way
Peg3 promoter = Peg3 promoter-driven luciferase inhibitors, primary screen, cell-based, HeLa, luciferase luminescence; HeLa PEG-Prom luciferase reporter, overnight; inhibition, % at 20 µM; 360,000 tested, 1.7% active;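 active = inhibition of at least 50% at 20 µM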
NR2E3 ag-1 = NR2E3 agonists in two-hybrid cells, primary screen, cell-based, luminescence, CHO-S, Gal4-NCOR/VP16-NR2E3 | luciferase | inhibition of corepressor binding, % at 3.98 µM | 360,000 tested, 0.35% active | AID 602229, 2012;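 active = inhibition above the mean of all tested compounds plus 3 SD, cut at about 70% in these data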;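 note: 0% = DMSO with NR2E3 transfected cells and 100% = cells lacking NR2E3 construct; higher means lower luciferase signal from less NR2E3 corepressor binding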
Target sequence (Q9Y5X4 whole entry, looked up, the tested form may be a part): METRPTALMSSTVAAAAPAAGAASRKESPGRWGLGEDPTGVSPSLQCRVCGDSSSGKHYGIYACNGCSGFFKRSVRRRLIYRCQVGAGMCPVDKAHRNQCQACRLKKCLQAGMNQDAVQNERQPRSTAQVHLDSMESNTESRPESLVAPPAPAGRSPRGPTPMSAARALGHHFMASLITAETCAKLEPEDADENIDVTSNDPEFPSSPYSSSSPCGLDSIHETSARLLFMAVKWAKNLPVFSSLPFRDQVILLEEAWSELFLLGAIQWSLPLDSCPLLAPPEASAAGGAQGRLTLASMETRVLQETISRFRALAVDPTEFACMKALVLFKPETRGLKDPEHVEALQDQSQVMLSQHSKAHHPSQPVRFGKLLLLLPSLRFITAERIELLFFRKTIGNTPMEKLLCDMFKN
Shn3 inh set2 = reduction of Shn3 3'UTR firefly luciferase signal, primary screen, Schnurri-3 inhibitor project, cell-based, Clone20 osteoblasts, set 2 | Clone20 osteoblast Shn3 3'UTR firefly luciferase, 24 h | inhibition, % at 12.5 µM | 360,000 tested, 0.52% active | AID 588674, 2011;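 active = mean inhibition of at least 75% with every replicate also reaching 75%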;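 note: 0% = median of neutral control wells and 100% = pilot-screen positive control compound; some compounds past the cut are filed as inactive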
NR2E3 ag-2 = inhibitors of NR2E3-RetCOR corepressor binding, primary screen, NR2E3 agonist project, biochemical, TR-FRET, GST-NR2E3, biotin-RetCOR. 320,000 tested, 0.12% active. AID 2300, 2010. inhibition of corepressor binding, % at 4.78 µM. 1536-well. Photoreceptor-specific nuclear receptor (Homo sapiens), Q9Y5X4;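 active = percent inhibition above the cutoff of mean plus 3 SD of all tested compounds, set per screening campaign, cut at about 20% in these data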;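 note: 0% = DMSO wells and 100% = biotin wells as full block of FRET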
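Material: NR2E3–RetCOR corepressor complex / Amount: 1.35 nM GST-NR2E3 / Medium: Tris pH 7.5 / Compound: single nominal compound dose of 4.8 µM / Incubation: 5 h at 4 °C / Technique: TR-FRET, Eu(K)-anti-GST donor, streptavidin-D2 acceptor, ex 340, em 617/671 nm / Read-out basis: percent loss of FRET ratio relative to control wells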
* hit, by the source's call. Random draw from the library. Share with any hit: about 4.4%.

`Cc1noc(C)c1NC(=O)N(C)C[C@@H]1Oc2c(NC(=O)c3ccncc3)cccc2C(=O)N([C@H](C)CO)C[C@@H]1C` gave CF NFkB block 17, KKLEB tox -4, aDG glyco up 0.0, hiPSC survival 1.7, TWEAK-Fn14 inh -21, HIF-2a block 7, TRPM1 prom inh -4, Peg3 promoter 3, NR2E3 ag-1 16 and Shn3 inh set2 -11.
`Cc1cccc(-n2ccc(=O)c(C(=O)Nc3ccc(S(=O)(=O)N4CCOCC4)cc3)n2)c1` gave CF NFkB block 3, KKLEB tox -9, aDG glyco up 0.1, hiPSC survival -0.4, TWEAK-Fn14 inh -27, HIF-2a block 6, TRPM1 prom inh -6, Peg3 promoter -8, NR2E3 ag-1 -20, Shn3 inh set2 18 and NR2E3 ag-2 -1.
For Cn1cccc1/C=N/NC(=O)c1cccs1 the results were CF NFkB block 11, KKLEB tox 5, aDG glyco up -0.1, hiPSC survival -0.2, TWEAK-Fn14 inh -4, HIF-2a block -183, TRPM1 prom inh -67, Peg3 promoter -175, NR2E3 ag-1 -93, Shn3 inh set2 -76 and NR2E3 ag-2 -3.
For COC(=O)C1=C(C)NC(=S)NC1c1ccc(-c2cccc(Cl)c2)o1 (centres undefined) the results were CF NFkB block -5, KKLEB tox 9, aDG glyco up 0.3, hiPSC survival 1.1, TWEAK-Fn14 inh 4, HIF-2a block 17, TRPM1 prom inh 0, Peg3 promoter 3, NR2E3 ag-1 8, Shn3 inh set2 -13 and NR2E3 ag-2 -2.
Screening CCOC(=O)/C(=C\c1c[nH]c2ccccc12)NC(C)=O returned CF NFkB block -2, KKLEB tox 5, aDG glyco up 0.3, hiPSC survival 1.4, TWEAK-Fn14 inh 39, HIF-2a block 18, TRPM1 prom inh 12, Peg3 promoter 4, NR2E3 ag-1 38, Shn3 inh set2 -12 and NR2E3 ag-2 2.
`CCOC(=O)c1[nH]cnc1C(=O)Nc1cccc(N)n1` gave CF NFkB block 4, KKLEB tox -1, aDG glyco up -0.2, hiPSC survival 2.9, TWEAK-Fn14 inh 0, HIF-2a block 12, TRPM1 prom inh -3, Peg3 promoter 14, NR2E3 ag-1 9, Shn3 inh set2 8 and NR2E3 ag-2 1.
For CCCNC(=O)CSc1nc2[nH]ncc2c(=O)[nH]1 the results were CF NFkB block 10, KKLEB tox -11, aDG glyco up -0.1, hiPSC survival -0.9, TWEAK-Fn14 inh -2, HIF-2a block 7, TRPM1 prom inh 0, Peg3 promoter -3, NR2E3 ag-1 -4, Shn3 inh set2 -13 and NR2E3 ag-2 1.
Screening COc1ccc(Cl)cc1NC(=O)NC1CCCCC1 returned CF NFkB block 11, KKLEB tox 16, aDG glyco up 0.0, hiPSC survival 1.9, TWEAK-Fn14 inh -10, HIF-2a block 4, TRPM1 prom inh 10, Peg3 promoter -2, NR2E3 ag-1 8, Shn3 inh set2 12 and NR2E3 ag-2 3.
For O=C(CSc1nc2c(c(=O)n1-c1ccccc1)SCC2)N1CCN(c2ccccc2)CC1 the results were CF NFkB block -2, KKLEB tox -15, aDG glyco up 0.8, hiPSC survival -0.5, TWEAK-Fn14 inh 2, HIF-2a block 9, Peg3 promoter 10, NR2E3 ag-1 -14, Shn3 inh set2 7 and NR2E3 ag-2 3.
Screening CC1CN(c2ccnc3cc(Cl)ccc23)CC(C)O1 (centres undefined) returned CF NFkB block 14, KKLEB tox -7, aDG glyco up 0.3, hiPSC survival -0.1, TWEAK-Fn14 inh -5, HIF-2a block 10, TRPM1 prom inh -4, Peg3 promoter -8, NR2E3 ag-1 -3, Shn3 inh set2 0 and NR2E3 ag-2 1.
Screening O=C(NN=C1c2ccccc2-c2ccccc21)c1cccc(Br)c1 returned CF NFkB block 3, KKLEB tox -2, aDG glyco up 0.6, hiPSC survival 0.6, TWEAK-Fn14 inh -34, HIF-2a block 15, TRPM1 prom inh -4, Peg3 promoter 6, NR2E3 ag-1 -21, Shn3 inh set2 4 and NR2E3 ag-2 3.
For CC(=O)NC1CC(C)(C)N(OC(C)=O)C(C)(C)C1 the results were CF NFkB block 15, KKLEB tox 2, aDG glyco up 0.0, hiPSC survival 3.6, TWEAK-Fn14 inh 3, HIF-2a block 15, TRPM1 prom inh -14, Peg3 promoter -10, NR2E3 ag-1 -12 and Shn3 inh set2 -1.
Screening Cc1ccc(S(=O)(=O)N2CC(O)CC2C(=O)OCc2nc3sc(C)c(C)c3c(=O)[nH]2)cc1 (centres undefined) returned CF NFkB block 8, KKLEB tox -9, aDG glyco up -0.2, hiPSC survival 0.3, TWEAK-Fn14 inh -6, HIF-2a block 13, TRPM1 prom inh -7, Peg3 promoter 10, NR2E3 ag-1 -24, Shn3 inh set2 -23 and NR2E3 ag-2 0.
Screening CCOC(=O)N1CCN(C(=O)c2n[nH]c(=O)c3ccccc23)CC1 returned CF NFkB block 12, KKLEB tox -14, aDG glyco up -0.2, hiPSC survival -1.1, TWEAK-Fn14 inh -10, HIF-2a block 13, TRPM1 prom inh 5, Peg3 promoter 7, NR2E3 ag-1 -1, Shn3 inh set2 -10 and NR2E3 ag-2 2.
`CC1CCN(S(=O)(=O)c2cccc(-c3csc(-c4cccnc4)n3)c2)CC1` gave CF NFkB block 3, KKLEB tox 1, aDG glyco up 0.0, hiPSC survival 1.4, TWEAK-Fn14 inh 0, HIF-2a block 9, TRPM1 prom inh 8, Peg3 promoter 30, NR2E3 ag-1 6, Shn3 inh set2 -6 and NR2E3 ag-2 3.
`CSCCC(NS(=O)(=O)/C=C/c1ccccc1)C(=O)N1CCC(C)CC1` (centres undefined) gave CF NFkB block 3, KKLEB tox 6, aDG glyco up 0.2, hiPSC survival -1.1, TWEAK-Fn14 inh -1, HIF-2a block 14, TRPM1 prom inh -1, Peg3 promoter 16, NR2E3 ag-1 -2, Shn3 inh set2 3 and NR2E3 ag-2 0.
Screening CC1CCCCC12NC(=O)N(CC(=O)N1CCc3ccccc3C1)C2=O (centres undefined) returned CF NFkB block -7, KKLEB tox 10, aDG glyco up 0.9, hiPSC survival 0.4, TWEAK-Fn14 inh 2, HIF-2a block -6, TRPM1 prom inh -6, Peg3 promoter -10, NR2E3 ag-1 -26 and Shn3 inh set2 -2.
`Cc1cc(Cl)ccc1OCc1n[nH]c(=S)n1C1CCCCC1` gave CF NFkB block -1, KKLEB tox 10, aDG glyco up -0.2, hiPSC survival -1.7, TWEAK-Fn14 inh 21, HIF-2a block 9, TRPM1 prom inh 4, Peg3 promoter 7, NR2E3 ag-1 9, Shn3 inh set2 6 and NR2E3 ag-2 -1.
Screening CC1CC(=O)C2=C(C1)OC(N)=C(C#N)C2c1coc2ccccc2c1=O (centres undefined) returned CF NFkB block -19, KKLEB tox -5, aDG glyco up -0.3, hiPSC survival -1.9, TWEAK-Fn14 inh -5, HIF-2a block 6, TRPM1 prom inh 4, Peg3 promoter 0, NR2E3 ag-1 -8, Shn3 inh set2 -16 and NR2E3 ag-2 1.
`COc1ccc(CNC(=O)c2cc(-c3cc(C)cc(C)c3O)n[nH]2)cc1` gave CF NFkB block 15, KKLEB tox -10, aDG glyco up -0.1, hiPSC survival 0.2, TWEAK-Fn14 inh -15, HIF-2a block 5, TRPM1 prom inh 1, Peg3 promoter 7, NR2E3 ag-1 -11, Shn3 inh set2 -1 and NR2E3 ag-2 1.
Screening O=C1OC[C@@H]2CCCN2C(=O)[C@@H](CC(=O)N(CCO)Cc2ccccc2)C/C=C\CC[C@H]1Cc1ccc(F)cc1 returned CF NFkB block 2, KKLEB tox -12, aDG glyco up -0.2, hiPSC survival 1.5, TWEAK-Fn14 inh -7, HIF-2a block 10, TRPM1 prom inh -7, Peg3 promoter 17, NR2E3 ag-1 8 and Shn3 inh set2 0.
For N=C1/C(=C/c2ccc(OC(=O)c3ccco3)cc2)C(=O)N=C2SC=CN12 the results were CF NFkB block -2, KKLEB tox -4, aDG glyco up -0.1, hiPSC survival 0.1, TWEAK-Fn14 inh -40, HIF-2a block -84, TRPM1 prom inh -20, Peg3 promoter -37, NR2E3 ag-1 4, Shn3 inh set2 -11 and NR2E3 ag-2 1.
Screening Cc1nnc(SCC(=O)Nc2nnc(SCc3cccc(Br)c3)s2)s1 returned CF NFkB block 12, KKLEB tox -9, aDG glyco up -0.2, hiPSC survival 1.6, TWEAK-Fn14 inh 8, HIF-2a block 7, TRPM1 prom inh 6, Peg3 promoter -13, NR2E3 ag-1 -3, Shn3 inh set2 -9 and NR2E3 ag-2 0.
CC(=CC(=O)c1ccccc1)c1ccccc1 was read as CF NFkB block -7, KKLEB tox -11, aDG glyco up -0.1, hiPSC survival 4.2, TWEAK-Fn14 inh -3, HIF-2a block -92, TRPM1 prom inh -66, Peg3 promoter -74, NR2E3 ag-1 0 and Shn3 inh set2 -23.
CC(=O)c1cccc(NC(=O)c2cc(-c3ccncc3)nc3ccccc23)c1 was read as CF NFkB block -36, KKLEB tox 12, aDG glyco up -0.1, hiPSC survival -0.1, TWEAK-Fn14 inh -44, HIF-2a block 8, TRPM1 prom inh 6, Peg3 promoter 30, NR2E3 ag-1 3, Shn3 inh set2 7 and NR2E3 ag-2 -1.
For COCCNc1nnc(SCC(=O)c2ccc3c(c2)OCO3)s1 the results were CF NFkB block -2, KKLEB tox -7, aDG glyco up 0.0, hiPSC survival -0.3, TWEAK-Fn14 inh -3, HIF-2a block -14, TRPM1 prom inh -9, Peg3 promoter -10, NR2E3 ag-1 -17, Shn3 inh set2 5 and NR2E3 ag-2 -1.
`Cc1ccc(C)c(N(C)S(=O)(=O)c2ccc3c(c2)oc(=O)n3C)c1` gave CF NFkB block -6, KKLEB tox -4, aDG glyco up -0.2, hiPSC survival -0.2, TWEAK-Fn14 inh -12, HIF-2a block 25, TRPM1 prom inh 3, Peg3 promoter 23, NR2E3 ag-1 -6, Shn3 inh set2 -17 and NR2E3 ag-2 4.
